Bioassay records (PubChem)
HepG2 tox – kills HepG2 cells in TGF-b inhibitor counter-screen; HepG2 CAGA-GFP viability, ATP luminescence, 18 h; Potency, µM (doses to about 46.1 µM), for the others: at the highest dose activity change, negative = cytotoxicity, actives largely listed as cytotoxic; 0.76% of 410,000 active; also: potency is read from the fitted curve at half-maximal effect; some results filed as inactive show a strong effect at the top dose
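HepG2 CAGA-GFP cells (1000/well, DMEM with 1% FBS) received compound, then TGF-beta at 500 pg/mL final, and were incubated 18 hours at 37 degrees C. Viability was read by CellTiter-Glo luminescence. Media-only wells were set as complete cell-killing and DMSO as no toxicity.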
Nrf2 block – blocks Nrf2 signaling | AID 504444 | 2.1% of 360,000 active | Potency, µM (highest dose often 46 µM), for inactives: top-dose activity change, negative = inhibition, hits mostly inhibitors | A549 ARE-Fluc reporter, luciferase luminescence, 18-24 h; also: potency is read from the fitted curve at half-maximal effect; % is scaled to controls: 0 for no effect and ±100 for the full control effect; nearly all actives have a fitted effect of over 60% in size
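In this cell-based qHTS, ARE-driven firefly luciferase in A549 cells reports Nrf2 activity; the luminescent signal after BugLite lysis is the measured value, with a prior CellTiter-Fluor read for cell health.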
A549 viability – counter-screen for Nrf2 inhibitors: cytotoxicity in A549 cells. A549 ARE-Fluc cells, CellTiter-Fluor viability, 18-24 h. Potency, µM (top dose mostly 46 µM), for inactives: at the top dose activity change, negative = cytotoxicity, hits mostly inhibitors. 0.16% of 390,000 active. AID 504648; also: potency is read from the fitted curve at half-maximal effect; % is scaled to controls: 0 for no effect and ±100 for the full control effect
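A549 ARE_Fluc cells in 5% FBS OPTI-MEM were exposed to compounds in concentration-response for 18-24 h at 37 deg C. Viability was read by CellTiter-Fluor fluorescence (Ex 405/Em 525) after 30 min, before the luciferase read.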
Nrf2 ARE act – activates Nrf2 signaling; AREc32 ARE-luciferase reporter (MCF7-derived line), luminescence, 24 h; Potency, µM (highest dose often 46.1 µM), without a hit: at the highest dose activation, hits mostly activators; 0.31% of 410,000 active; AID 624171; also: potency is read from the fitted curve at half-maximal effect; % of control where 0% means no effect; nearly all actives have a fitted effect of over 65% in size
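Nrf2 activation is followed as ARE-luciferase induction in the AREc32 line after one day of compound treatment; luminescence is read with Steady-Glo.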
ATXN viability – reduces viability in counter-screen for ATXN expression inhibitors; S2 cells (HEK-293 line with an ATXN2-luciferase reporter) viability, CellTiter-Fluor protease fluorescence, 24 h; Potency, µM (top dose mostly 56.7 µM), most hits filed as cytotoxic; 0.49% of 400,000 active; AID 651635; also: potency is read from the fitted curve at half-maximal effect; nearly all actives have a fitted effect of over 40% in size
TGFb SMAD3 inh – inhibitors of TGF-b signaling; AID 588855; 1.2% of 410,000 active; HepG2 CAGA-GFP TGF-b/SMAD3 reporter, GFP fluorescence, 18 h; TGF-beta stimulated, 500 pg/mL final; Potency, µM (series often up to 46.1 µM), without a hit: at the top dose activity, negative = inhibition, actives largely listed as inhibitors; also: potency is read from the fitted curve at half-maximal effect; % is scaled to controls: 0 for no effect and ±100 for the full control effect; nearly all actives have a fitted effect of over 65% in size
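Inhibition of TGF-beta-driven CAGA-GFP reporter expression in HEPG2 cells is measured by cellular GFP fluorescence after 18 h stimulation with 500 pg/mL recombinant TGF-beta in 1% FBS medium at 37 degrees C.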
Akt phos inh – blocks phosphorylation of Akt | Neuro2A IGF-stimulated pAkt S473 HTRF, 20 min; active compounds read low | activity change, % for hits at 50 µM | 0.32% of 360,000 active | AID 651550; in the data active = activity change below about -80%; inconclusive = mostly about -51% to -80%; also: % is scaled to controls: 0 for no effect and ±100 for the full control effect
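Single-point screen (50 µM final compound) in Neuro2A cells stimulated 20 min with 6 nM IGF at 37 deg C. After lysis, Ser473-phosphorylated Akt read by HTRF (ex 330 nm, em 615/665 nm) as the 665/615 ratio.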
MmCpn inh – inhibitors of Methanococcus maripaludis chaperonin (MmCpn); purified Mm-Cpn ATPase, ADP Transcreener TR-FRET; 0.031% of 330,000 active; AID 504842; Potency, µM (series often up to 76.9 µM), for the others: at the highest dose activity, negative = inhibition, usual class: inhibitors; also: potency is read from the fitted curve at half-maximal effect; % is scaled to controls: 0 for no effect and ±100 for the full control effect; nearly all actives have a fitted effect of over 80% in size
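TR-FRET (320 nm excitation; 590 and 665 nm emission) reports ADP made from 10 uM ATP by 25 nM enzyme; compounds were preincubated 10 min, reaction run 30 min, both at 37°C.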
CCT modulator – changes cytosolic chaperonin activity. purified chaperonin ATPase assay, HTRF ADP detection, 30 min. activity change, % (no concentration beside the values), hits read low. 0.3% of 360,000 active. AID 651819; in the data active = activity change below about -30%; also: % is scaled to controls: 0 for no effect and ±100 for the full control effect
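First, chaperonin was dispensed at 40 nM or 20 nM final depending on batch activity. Next, compounds were pinned at 76 uM and ATP added at 10 uM. After 30 min at 37 °C, ADP detection reagents ran 30 min at ambient temperature.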
Active calls of the source: *; i = inactive; ? = inconclusive; . = not tested or not shown; & = joins results of further samples; [ ] = remark or other dose. Unless noted, calls follow the shape of the dose curve; as a rule, active = well fitted curve in the direction sought with a large enough effect; inconclusive = small, poorly fitted or top-dose-only effect, or another doubt; inactive = no such curve, though single readings can be large; an effect the other way counts as inactive or inconclusive. Outcome played no part in choosing rows; 4.4% or so of the library scored in one or more.

Results follow in this order: HepG2 tox | Nrf2 block | A549 viability | Nrf2 ARE act | ATXN viability | TGFb SMAD3 inh | Akt phos inh | MmCpn inh | CCT modulator
COc1ccc(CCn2c(NN=C3CCCC3)nc3c2c(=O)[nH]c(=O)n3C)cc1
    3.3% | 10.4% | -8.1% | 8.3% | i | 1.7% | i | 0.8% | 0.2
CCOc1cc(S(=O)(=O)NCCCN2CCOCC2)c(C)cc1C
    0.0% | -23.8% | -5.8% | -0.3% | i | -4.4% | i | -1.4% | 0.8
O=C(NCCC(F)(F)F)C1Cc2c(-c3ccccc3Oc3ccccc3)ccnc2O1 (centres undefined)
    -2.8% | . | . | -1.1%[9.22 µM] | i | -3.8% | i | . | 0.9
O=C(c1ccc(O)cc1)c1ccc(C(=O)O)c(C(=O)O)c1
    -15.8% | -7.3% | -3.5% | -0.9% | ? | -0.5% | i | -1.3% | -2.4
CC(C)(C)n1cnc2cc(NC(=O)c3cccs3)ccc21
    0.2% | ? | 0.4% | 0.3% | i | 16.1% | i | -4.0% | -0.4
O=C(CN1CCC(O)CC1)N1c2ccccc2C=Cc2ccccc21
    9.5% | . | -7.7% | 1.0% | i | -0.6% | i | -2.0% | 4.8
Cc1cc(C)cc(-n2c(SCC(N)=O)nc3c(oc4ccccc43)c2=O)c1
    -16.9% | -19.3% | -8.3% | 0.4% | . | -23.0% | . | . | .
CCOC(=O)c1c(-c2ccc(C)s2)csc1NC(=O)c1cccs1
    -22.4% | 6.0% | -6.0% | -0.8% | i | -0.5% | i | -29.9% | -1.3
COc1ccc(N2CCN(C(c3ccc(F)cc3)c3sc4nc(-c5ccco5)nn4c3O)CC2)cc1 (centres undefined)
    -2.6% | . | 3.0% | 3.6% | i | ? | . | . | .
Cc1cccc(-n2ncc(C(=O)N3CCOCC3)c2C2CCN(C(=O)OC(C)(C)C)CC2)c1
    -18.6% | ? | 1.7% | -0.6% | . | -17.4% | . | . | .
CC1(C)NC(=O)N(CCCOc2ccccc2Br)C1=O
    -22.3% | ? | 23.4% | 2.0% | i | 3.7% | i | -1.8% | -0.5
CCOC(=O)Cn1c(=O)n(Cc2ccc(OC)cc2)c(=O)c2cccnc21
    5.7% | -18.6% | 12.9% | -0.1% | i | 12.3% | i | 1.1% | 0.6
Cc1ccc(N(CC(=O)NCc2ccco2)C(=O)CNS(=O)(=O)c2ccc(F)cc2)c(C)c1
    2.5% | -3.7% | -1.8% | 0.3% | i | -0.6% | i | 2.1% | -3.2
O=c1c2c(nc3c(-c4cccc5ccccc45)c[nH]n13)CCC2
    -50.2% | -18.1% | 5.1% | -0.3% | i | -6.4% | i | 1.5% | -2.5
CC(=O)Nc1ccc(N2C(C(C)=O)=NN(c3ccccc3)C2c2cccs2)cc1 (centres undefined)
    -13.4% | 2.6% | -3.2% | -0.4% | i | 1.6% | i | -0.5% | -1.0
CC1=C[C@@H](C)[C@@H](c2ccc(C(F)(F)F)cc2)OC1=O
    -0.1%&-4.6% | 0.4%&-6.5% | -0.9%&0.8% | 0.3% | i | 20.0%&-9.2% | i | -1.4% | -1.1
Cc1cc2nc(-c3cccc(Cl)c3)c(CC3CCCCC3)n2c(C)c1Br
    . | . | . | ? | i | . | i | . | 1.9
O=C(Nc1nnc(-c2ccccc2)s1)c1ccccc1O
    -4.2% | 6.5% | -16.2% | 0.1% | ? | -4.0% | i | -0.5% | -1.4
CC(=O)Nc1ccc(NC(=O)c2ccc(COc3ccccc3Br)o2)cc1
    -42.3% | -9.0% | -9.9% | 0.1% | i | -4.5% | i | -0.3% | -2.1
O=C(/C=C/[C@H]1O[C@@H](n2ccc(=O)[nH]c2=O)[C@H](O)[C@@H]1O)NCc1ccccc1
    -27.1% | . | . | 0.6% | i | -23.9% | i | . | 0.5
COc1ccc(OC)c(CN2CCN(C(=O)c3ccc(S(=O)(=O)N4CCCCCC4)cc3)CC2)c1
    -21.2% | . | . | 3.7% | i | -3.1% | i | . | 1.1
COc1ccc(/C(O)=C2/C(=O)C(=O)N(CC3CCCO3)C2c2ccc(O)c(OC)c2)cc1 (centres undefined)
    -10.7% | -3.0% | -3.6% | 0.2% | i | -2.9% | i | 2.4% | -1.0
CCCCOc1ccccc1C1NC(=O)CCC1[N+](=O)[O-] (centres undefined)
    -7.2% | -5.3% | 1.2% | -0.4% | i | ? | i | 0.2% | -2.0
Cc1cc(C)n(CC(=O)N/N=C/c2ccc([N+](=O)[O-])s2)n1
    -83.9% | ? | ? | 2.4% | i | ? | i | 1.0% | -2.4
CC(C)(C)NC(=O)Nc1ccccc1C(N)=O
    -8.8% | -3.4% | 15.6% | -0.5% | i | -19.8% | i | -0.7% | -3.4
Cc1nccn1CC1CCc2c(c3ccccc3n2C)C1=O (centres undefined)
    -16.9%&-4.9% | -5.6%&-12.4% | -2.5%&5.8% | 0.3%&-0.5% | i | 24.5%&14.1% | i | -1.9% | -1.8&-3.1
CCOc1ccc(-n2c(COc3ccc(C)cc3)nnc2SCC(N)=O)cc1
    -15.5% | 19.0% | -6.0% | 1.5% | i | 10.9% | i | 0.5% | 0.7
COc1ccc(-n2c(NNC(C)=O)nc3sc4c(c3c2=O)CCCC4)cc1
    -31.8% | ? | -13.9% | -0.4% | i | -8.6% | i | -2.5% | -5.4
Cc1cc(C)c[n+](CC(=O)c2ccccc2)c1
    -2.9% | ? | 0.8% | -0.6% | i | 0.6% | i | -0.5% | 1.0
COc1cccc(NC(=O)Cn2c3ccc(OC)cc3c3nc4n(c(=O)c32)CCS4)c1
    4.1% | -3.6% | 6.8% | -0.5% | ? | -1.4% | i | 1.7% | -1.9
N#Cc1cc(Sc2ccccn2)c([N+](=O)[O-])cc1C#N
    9.6% | 13.1% | -1.6% | -1.1% | i | -9.4% | i | -3.2% | 1.4
CC(C)CNc1ncnc2c1ncn2[C@H]1CN(Cc2ccc(-c3ccccc3)cc2)C[C@@H](CO)O1
    -26.2% | . | . | -0.8% | ? | ? | i | . | -2.1
CC(C)N=c1cc2n(-c3ccc(Cl)cc3)c3ccccc3nc-2cc1Nc1ccc(Cl)cc1
    -12.8% | -5.7% | -15.7% | -0.4% | ? | -4.5% | i | . | 0.6
COc1ccc(CC(=O)OCC(=O)N2N=C(c3ccccc3)CC2c2ccc(OC)cc2)cc1 (centres undefined)
    -1.8% | 4.6% | -1.6% | 2.4% | i | ? | i | -2.1% | -0.9
CC(C)(C)OC(=O)NCc1ccc(NC(=O)c2nc[nH]c2C(=O)NCCN(CCNC(=O)c2[nH]cnc2C(=O)Nc2ccc(CNC(=O)OC(C)(C)C)cc2)CCNC(=O)c2[nH]cnc2C(=O)Nc2ccc(CNC(=O)OC(C)(C)C)cc2)cc1
    -12.6% | -17.3% | 15.8% | -0.6% | i | 1.0% | i | 1.6% | 0.7
CCN(CC)S(=O)(=O)c1ccc(C(=O)NC(C)(C)C)cc1
    -0.8% | ? | 1.5% | 3.7% | i | -5.9% | i | -0.1% | 3.2
Cc1ccc(C)c(NC(=O)c2sc(Cl)nc2-c2ccccc2)c1
    -5.9% | 12.4% | -1.4% | 9.9% | i | -9.5% | i | -16.2% | 0.0
Cc1cc(F)ccc1Nc1nc2ccc(Cl)cc2n2cnnc12
    2.6% | 3.9% | 1.5% | 3.7% | . | . | . | . | .
O=S(=O)(Cc1cc(-c2ccc(Cl)cc2)no1)c1ccccc1
    -0.4% | . | 0.4% | 3.1% | i | -1.3% | i | 0.1% | -1.6
CN1/C(=C/C=C(C#N)C#N)C(C)(C)c2ccccc21
    5.0% | 0.2% | -1.2% | -0.1% | i | -4.8% | i | 1.6% | -16.6
Cc1cc(C=C2C(=O)c3ccccc3C2=O)c(C)n1-c1cccc(C(=O)O)c1
    -38.8% | 11.3% | 2.5% | 0.5% | ? | -15.8% | i | -5.8% | 0.6
COc1ccc(CCNC(=O)c2cccc3ccccc23)cc1OC
    -46.2% | 0.7% | -2.2% | -0.7% | i | -29.9% | i | -2.4% | -1.6
Oc1cccc2c(NC(=S)Nc3ccc(SC(F)F)cc3)cccc12
    -52.0% | -47.7% | 0.0% | 15.5% | i | ? | i | -1.6% | -2.4
COc1ccc(C2C(C(=O)c3ccc(C)o3)=C(O)C(=O)N2CC2CCCO2)cc1OC (centres undefined)
    2.5% | 12.0% | -10.2% | -0.3% | i | -9.8% | i | -2.3% | -0.7
CCOc1ccccc1CNC(=O)CCCN1C(=O)COc2ccc(C)cc21
    -32.6% | -10.7% | 7.4% | 4.2% | . | . | . | . | .
Cc1cc(C)nc(SCc2ccc(C(=O)N/N=C/c3ccc(C(=O)O)cc3)cc2)n1
    -16.9% | -4.1% | 2.0% | -0.1% | i | 13.2% | i | -0.7% | -6.7
Cc1ccc(NC(=O)CSCC(=O)OC(C)C(=O)Nc2ccccc2C)cc1 (centres undefined)
    -26.8% | 20.9% | -8.4% | 0.3% | i | -5.7% | i | 0.6% | -1.1
COc1ccc(Nc2cc(C)nc3ncnn23)cc1Cl
    8.6% | 10.6% | 5.7% | 20.7% | i | 7.8% | i | -0.8% | 1.9
CC(NS(=O)(=O)c1ccc([N+](=O)[O-])cc1)C(=O)NN (centres undefined)
    25.1% | 9.1% | -1.4% | 0.5% | i | 2.8% | i | 3.8% | -2.5
CCOc1cc(/C=N/NC(=O)CN2CCCCC2)ccc1O
    -12.1% | -13.3% | -9.2% | 0.1% | i | 5.4% | i | ? | -3.0
Cc1cc(NS(=O)(=O)c2ccc(NC(=O)Cc3cccs3)cc2)no1
    -4.4% | -8.5% | 1.2% | -0.8% | i | ? | i | 0.0% | 1.2
